Bioassay records as filed in PubChem BioAssay.
APJ ag: agonists of human apelin receptor APJ, primary screen, CHO-K1 cells, PathHunter beta-arrestin, luminescence; P35414; 0% DMSO wells, 100% apelin; activation, % at 20 µM; actives 0.11% (n = 330,000); AID 2520, 2010;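 active means activation more than six SD over the plate average, tested at 20 µM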;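 further: 0% = DMSO alone and 100% = apelin-13 at 10 nM; some results filed as inactive read as strong as hits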
Target sequence (P35414 whole entry, looked up): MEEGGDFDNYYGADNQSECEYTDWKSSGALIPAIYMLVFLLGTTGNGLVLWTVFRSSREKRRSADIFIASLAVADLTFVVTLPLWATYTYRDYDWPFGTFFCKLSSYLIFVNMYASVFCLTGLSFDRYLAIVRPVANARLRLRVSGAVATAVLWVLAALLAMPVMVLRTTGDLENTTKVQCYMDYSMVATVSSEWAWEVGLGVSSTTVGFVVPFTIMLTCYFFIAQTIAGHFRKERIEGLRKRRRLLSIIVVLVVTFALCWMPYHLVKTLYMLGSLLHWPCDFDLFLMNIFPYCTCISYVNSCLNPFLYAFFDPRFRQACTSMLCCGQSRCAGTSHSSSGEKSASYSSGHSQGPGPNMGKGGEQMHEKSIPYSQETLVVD
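Assay system – PathHunter CHO-K1 APJ (AGTRL-1) beta-arrestin reporter cells · Compound – one dose, 20 µM compound, 1% DMSO · Timing – compound 90 min 25 °C, reagent 1 h · Measured by – luminescence from split beta-galactosidase complementation, Galacton Star/Emerald II substrate · Measure – beta-arrestin recruitment to APJ as agonist activity, luminescent signal · Benchmarks – DMSO vs Apelin-13 10 nM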
APJ antagonist: antagonists of human apelin receptor APJ, primary screen, CHO-K1 cells, beta-arrestin complementation, luminescence. actives 0.32% (n = 330,000). inhibition, % at 20 µM. P35414;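 active means inhibition above about 40% at 20 µM, limit read from the data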;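 further: cells challenged with 10 nM apelin-13 agonist together with compound; plate controls were apelin-13 plus DMSO wells for no effect and DMSO wells lacking apelin-13 for full effect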
CXCR6 inh: CXCR6 receptor inhibitors, primary screen, cell-based, beta-arrestin, luminescence, CHO-K1 PathHunter, 1536-well; inhibition, % at 20 µM; actives 0.36% (n = 360,000); in the data active means inhibition above about 34%, passing the limit was not always enough;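 further: antagonist mode with CXCL16 agonist at 10 nM final; 0% = 10 nM CXCL16 with DMSO and 100% = unstimulated wells without agonist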
UPR XBP1 act: activators of adaptive XBP1 UPR arm, primary screen, cell-based, CHO-XBP1 luciferase reporter, luminescence, uHTS; actives 0.33% (n = 330,000); IRE1-XBP1 UPR activation; percent of tunicamycin response, DMSO as zero; AID 463104, 2010; activation, % at 20 µM;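 active means versus positive control, 20 µM dose yields 30% or more activation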;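 further: 100% = tunicamycin at 10 µg/mL and 0% = DMSO only wells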
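Material: CHO cell line with stable XBP1 luciferase reporter; schedule: 16-18 h cell attachment at 37 °C, then 6 h compound exposure; signal: glow luminescence from Steady-Glo reagent; medium: serum-containing F12 medium, 10% FBS; benchmarks: tunicamycin 10 µg/mL and vehicle-only wells; read-out: percent activation relative to tunicamycin reference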
UPR CHOP act: activators of apoptotic CHOP UPR arm, primary screen, cell-based, CHO-CHOP luciferase reporter, luminescence, uHTS; UPR activation; percent of tunicamycin response over DMSO baseline; activation, % at 10 µM; actives 0.34% (n = 330,000); AID 449763, 2010;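 active means at 10 µM dose, activation of 40% or more, normalized to positive control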;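 further: 100% = tunicamycin at 10 µg/mL and 0% = DMSO alone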
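measured by = luciferase luminescence | assay system = CHO-CHOP cells, stable luciferase reporter of PERK-eIF2a-CHOP signalling | amount = 500 reporter cells seeded per well | timing = 6 h compound exposure at 37 °C after overnight seeding | controls = positive tunicamycin 10 µg/mL, negative DMSO alone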
Mdm2-MdmX inh: inhibitors of human Mdm2-MdmX association, primary screen, cell-based, luminescence, split luciferase, SaOS-2, uHTS | actives 3% (n = 330,000) | SaOS-2 split-luciferase Mdm2/MdmX complementation | inhibition, % at 8 µM;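 active means inhibition of at least 50% at 8 µM in the primary screen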
CCR6 antag: CCR6 receptor antagonists, primary screen, cell-based, CHO-K1, luminescence, beta-arrestin, uHTS; C-C chemokine receptor type 6 (Homo sapiens), P51684; CHO-K1 CCR6 PathHunter beta-arrestin, CCL20-stimulated; inhibition, % at 20 µM; actives 0.49% (n = 340,000);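 active means compounds whose inhibition of the agonist-driven luminescence signal at 20 µM reaches about 50%, limit read from the data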;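 further: cells stimulated with CCL20 at 14 nM final; plate controls were DMSO with CCL20 for no effect and DMSO without agonist for full effect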
Target sequence (P51684 whole entry, looked up): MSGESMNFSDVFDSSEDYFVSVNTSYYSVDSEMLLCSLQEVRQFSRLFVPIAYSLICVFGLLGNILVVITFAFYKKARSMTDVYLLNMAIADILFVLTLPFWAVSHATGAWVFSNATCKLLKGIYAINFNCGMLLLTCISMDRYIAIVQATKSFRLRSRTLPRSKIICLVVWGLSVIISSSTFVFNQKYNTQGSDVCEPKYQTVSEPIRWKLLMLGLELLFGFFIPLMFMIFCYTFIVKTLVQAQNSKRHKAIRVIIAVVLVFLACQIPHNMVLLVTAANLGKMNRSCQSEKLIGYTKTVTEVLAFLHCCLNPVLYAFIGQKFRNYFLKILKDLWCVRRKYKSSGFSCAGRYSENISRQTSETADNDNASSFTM
EBI2 block: EBI2 receptor antagonists, beta-arrestin recruitment, primary screen, cell-based, luminescence, 7a,25-OHC stimulation, uHTS. 7a,25-OHC stimulated. inhibition, % at 5 µM. actives 0.81% (n = 360,000); in the data active means inhibition above about 38%;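 further: enzyme fragment complementation signal reports receptor beta-arrestin coupling in cells; 0% = agonist plus DMSO wells and 100% = wells without agonist; some results beyond the cut were filed as inactive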
tim23-1 inh: growth inhibitors of tim23-1 mutant yeast, primary screen, luminescence, uHTS. S. cerevisiae tim23-1 growth, BacTiter-Glo luminescence, 24 h. inhibition, % at 20 µM. actives 1.3% (n = 330,000). AID 463212, 2010;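 active means growth inhibition of the mutant yeast at or above 50%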;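 further: temperature-sensitive mutant grown at 25 °C; plate controls were DMSO-treated mutant yeast for no effect and medium wells lacking yeast for full effect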
Numbers without * were called inactive; x = not tested or not shown; & = joins results of further samples. Only part of the results is shown. The share of hits here may be higher or lower than overall.

SMILES	APJ ag	APJ antagonist	CXCR6 inh	UPR XBP1 act	UPR CHOP act	Mdm2-MdmX inh	CCR6 antag	EBI2 block	tim23-1 inh
Cn1c(O)c(C=NC2CC(C)(C)NC(C)(C)C2)c(=O)n(C)c1=O	3	13	-1	-3	-0.3	17	0	-2	8
Cc1ccc(-n2c(-c3cccs3)nc3ccccc3c2=O)cc1	-1	-13	10	-3	-0.2	-17	12	5	19
Cc1ccc(CNCCc2ccccc2F)cc1	1	2	4	4	3.5	3	15	-5	16
Brc1cc2c(cc1CN1CCN(c3ccccc3)CC1)OCCO2	0	3	4	4	0.8	-14	10	-5	17
COc1cc2[nH]c(C(=O)N3CCC4(CC3)OCCO4)cc2c(OC)c1OC	0	10	-4	-5	0.8	6	5	5	12
Cc1cc(-c2ccccc2)cc(-c2ccccc2)[n+]1CCc1ccccc1	-8	11	4	-3	-0.2	61*	15	-1	-4
Cc1ccc(S(=O)(=O)N[C@@H](CCCCN)C(=O)CCl)cc1	-2	10	-6	-7	-1.6	-1	0	-3	-6
CC(=O)N1N=C(c2cccnc2)CC1c1ccccc1O (configuration not stated)	-1	-12	-9	-3	-1.3	-19	-3	2	-4
CCCCCn1c(=O)c(C(=O)NCc2ccc(Cl)cc2)c(O)c2ccccc21	-4	-3	-6	-3	2.9	14	-7	9	14
O=c1ccc2cc3ccoc3c(O)c2o1	-2	11	-4	2	-0.9	10	-10	0	-6
CN(C)C(=O)Oc1ccc(Br)c2ccccc12	-4	3	4	0	1.0	-11	0	3	22
COc1cc(/C=C/[N+](=O)[O-])ccc1O	1	-15	28	-3	189*	34	56*	-26	77*
CCOC(=O)c1ccc(NC(=O)N2C[C@@H]3C[C@@H](C2)c2cccc(=O)n2C3)cc1	-4	-13	-3	1	1.1	-17	-2	-2	-11
COc1nc(NCC2CCCO2)nc(N2CC3CC(C2)c2cccc(=O)n2C3)n1 (configuration not stated)	0	4	0	1	1.4	-2	9	-4	8
Cc1ccc(C)c(Cn2c(C(=O)O)c(C=O)c3ccccc32)c1	-1	3	3	-2	-0.6	0	9	5	21
O=C1NC(=O)C(CCc2ccncc2)(CCc2ccncc2)C(=O)N1CCc1ccc(F)cc1	-2	-9	2	-3	-1.7	8	5	-7	0
O=C1NC(=O)C(=C/C=C/c2coc3ccc(Br)cc3c2=O)C(=O)N1	1	10	x	-5	1.1	24	x	x	23
N#CC1=C(N)Oc2c(c(=O)oc3ccccc23)C1c1cccnc1 (configuration not stated)	8	6	0	-2	1.3	10	-23	-15	5
O=C(N/N=C1/CN2CCC1CC2)c1cc2ccccc2cc1O	7	-28	-15	-3	-0.9	34	-21	-5	4
COC(=O)C1=C(c2ccc(-c3ccccc3)c(F)c2)C[C@@H]2CC[C@H]1N2C(=O)NCCNC(C)=O	-4	-1	-3	4	1.0	4	9	-5	-1
CC1=C2[C@H]3OC(=O)[C@@H](C)[C@@H]3CC[C@@]2(C)C=CC1=O	-3	3	6	-2	0.4	-28	-9	-4	-8
Cc1[nH]c2ccccc2c1CCN	-6	6	-5	2	0.8	14	-10	-14	7
O=C(OCC(=O)c1ccc([N+](=O)[O-])cc1)/C(=C/c1ccc(Cl)cc1)NC(=O)c1ccccc1	3	-13	-2	-1	1.8	15	7	2	31
COc1cccc([C@@]2(O)CCCC[C@@H]2CN(C)C)c1	-2&0	21&7	8	-4&1	-0.2&0.8	-16&8	7	-6	17&12
COc1ccc(OC)c(-n2c(O)c(/C=C3\C(C)=Nc4ccccc43)c(=O)[nH]c2=O)c1	0	3	8	-5	0.2	13	15	0	14
Cc1cccc(N2C(=O)NC(=O)/C(=C\c3cnn(-c4ccccc4)c3)C2=O)c1	-3	35	51*	6	19	12	48	23	17
CC(=NCc1cccnc1)c1c(O)n(C2CCCCC2)c(=O)[nH]c1=O	-3	2	6	-2	-0.7	16	20	4	6
C#CC1(O)CCC2C3CCC4=C/C(=N/OCC(=O)NCC(=O)NC(C(=O)O)C(C)C)CC[C@]4(C)C3CC[C@@]21C (some centres not stated)	-4	14	-2	4	-2.1	4	1	32	1
CCCCCCn1c(=O)c(C(=O)Nc2c(C)n(C)n(-c3ccccc3)c2=O)c(O)c2ccccc21	-1	7	19	4	1.1	16	21	2	17
CCOP(=O)(Cc1cc(C(C)=O)c(C)o1)OCC	-2	17	-1	0	-2.6	1	8	1	-2
CCn1c(=O)cc(OCC(=O)N2CCC3(CC2)OCCO3)c2ccccc21	-1	-4	10	3	-1.2	30	-11	-5	-6
C=CCn1c(O)c(C(CC)=Nc2ccc(N(CC)CC)cc2)c(=O)[nH]c1=O	0	-16	-6	-1	2.7	18	0	2	0
C#CCN[C@H](C)Cc1ccccc1	6	18	-2	-8	0.0	-43	4	-2	9
CC(NCc1cccc(Cl)c1Cl)C(O)c1ccccc1 (configuration not stated)	-2	-8	0	-1	-1.1	-1	2	33	12
O=C(NC1CCCCC1)Oc1cc2oc(=O)sc2cc1Cl	-5	2	16	-3	-0.5	13	29	-2	27
CC(=Nc1ccc(F)cc1)c1c(O)n(C)c(=O)[nH]c1=O	-1	8	-3	-2	2.0	-15	0	7	25
Cc1ccccc1N1CCN(C2CCCN(C(=O)Cc3c(C)noc3C)C2)CC1 (configuration not stated)	-4	11	-2	-2	0.7	8	2	-4	-2
COc1cccc(CNCCc2ccc3c(c2)OCO3)c1OC	-5	4	2	-5	0.8	5	14	0	-32
O=C1c2ccccc2C(=O)N1Cc1nc2ccccc2c(=O)n1-c1ccc(Br)cn1	-8	10	2	-2	-1.8	15	43	0	69*
CC(=NCc1cccnc1)c1c(O)n(-c2ccccc2)c(=O)[nH]c1=O	2	11	-1	1	-1.0	19	-22	-6	-9
Cc1ccccc1[N+](=O)[O-]	-1	-1	11	-2	0.8	-12	10	2	13
CC(C)(C)c1ccc(C(=O)C2CCCN(Cc3ccon3)C2)cc1 (configuration not stated)	-1	6	-5	7	2.4	-46	12	-12	-12
COc1ccc(OP(=O)(Nc2ccccc2)Nc2ccccc2)cc1	-2	-6	-1	0	0.5	23	-5	-1	23
CCOC(=O)c1c(-n2c(C)cc(C=C3C(=O)NC(=S)NC3=O)c2C)sc2c1CCCC2	8	4	27	4	185*	-6	36	11	44
CCCCOP(=O)(OCCCC)/C(C#N)=C(/C)O	-3	-11	2	-1	-2.6	7	4	-1	9
NC(=O)OCCSc1nnc(-c2cccc(C(N)=S)c2)o1	-6	14	15	0	-0.3	8	29	7	-12
O=C(O)CSC(=S)N1CC2CC(C1)c1cccc(=O)n1C2 (configuration not stated)	-3	5	-2	11	0.7	9	18	-1	9
COC(=O)C1=C(c2cc3ccccc3s2)C[C@@H]2CC[C@H]1N2C(=O)NCCCOC(C)C	-1	19	1	-3	0.9	18	5	2	-17
CCc1ccc(CN2CCN(Cc3ccc(SC)cc3)CC2)cc1	-2	-6	-9	-2	-1.4	23	18	-10	-64
CCCCn1c(O)c(C(CC)=NCc2ccc3c(c2)OCO3)c(=O)[nH]c1=O	-1	-9	-11	1	3.1	-19	3	-4	-2
CCC(=O)N1CCN(CCN=Cc2c(O)n(C)c(=O)n(C)c2=O)CC1	1	2	-8	-3	0.8	8	15	-3	-1
COc1cccc(C(=O)C2CCCN(C3CCOCC3)C2)c1 (configuration not stated)	-1	-9	6	2	0.2	-6	7	-8	-33
Oc1ccccc1/C=N/NP(=S)(c1ccccc1)c1ccccc1	-4	8	3	3	3.1	-32	23	1	20
CNC(=S)N(C)CCc1cc2c(c(OC)c1C=C1C(=O)NC(=O)NC1=O)OCO2	-1	15	0	-3	2.5	-1	12	8	18
O=C(Nc1ccccc1)c1cccn(Cc2ccccc2)c1=O	-3	-24	-1	2	5.4	-45	-2	1	35

Random excerpt: 2 records from the list, in no set order.
SMILES	APJ ag	APJ antagonist	CXCR6 inh	UPR XBP1 act	UPR CHOP act	Mdm2-MdmX inh	CCR6 antag	EBI2 block	tim23-1 inh
CCCCOP(=O)(OCCCC)/C(C#N)=C(/C)O	-3	-11	2	-1	-2.6	7	4	-1	9
Cc1ccccc1[N+](=O)[O-]	-1	-1	11	-2	0.8	-12	10	2	13

Molecules listed so far with a carbonyl joined to an NH by a bond outside any ring, in the order listed:
SMILES	APJ ag	APJ antagonist	CXCR6 inh	UPR XBP1 act	UPR CHOP act	Mdm2-MdmX inh	CCR6 antag	EBI2 block	tim23-1 inh
CCCCCn1c(=O)c(C(=O)NCc2ccc(Cl)cc2)c(O)c2ccccc21	-4	-3	-6	-3	2.9	14	-7	9	14
CCOC(=O)c1ccc(NC(=O)N2C[C@@H]3C[C@@H](C2)c2cccc(=O)n2C3)cc1	-4	-13	-3	1	1.1	-17	-2	-2	-11
O=C(N/N=C1/CN2CCC1CC2)c1cc2ccccc2cc1O	7	-28	-15	-3	-0.9	34	-21	-5	4
COC(=O)C1=C(c2ccc(-c3ccccc3)c(F)c2)C[C@@H]2CC[C@H]1N2C(=O)NCCNC(C)=O	-4	-1	-3	4	1.0	4	9	-5	-1
O=C(OCC(=O)c1ccc([N+](=O)[O-])cc1)/C(=C/c1ccc(Cl)cc1)NC(=O)c1ccccc1	3	-13	-2	-1	1.8	15	7	2	31
C#CC1(O)CCC2C3CCC4=C/C(=N/OCC(=O)NCC(=O)NC(C(=O)O)C(C)C)CC[C@]4(C)C3CC[C@@]21C (some centres not stated)	-4	14	-2	4	-2.1	4	1	32	1
CCCCCCn1c(=O)c(C(=O)Nc2c(C)n(C)n(-c3ccccc3)c2=O)c(O)c2ccccc21	-1	7	19	4	1.1	16	21	2	17
O=C(NC1CCCCC1)Oc1cc2oc(=O)sc2cc1Cl	-5	2	16	-3	-0.5	13	29	-2	27
NC(=O)OCCSc1nnc(-c2cccc(C(N)=S)c2)o1	-6	14	15	0	-0.3	8	29	7	-12
COC(=O)C1=C(c2cc3ccccc3s2)C[C@@H]2CC[C@H]1N2C(=O)NCCCOC(C)C	-1	19	1	-3	0.9	18	5	2	-17
O=C(Nc1ccccc1)c1cccn(Cc2ccccc2)c1=O	-3	-24	-1	2	5.4	-45	-2	1	35
